RmlCD inh 1536: M. tuberculosis RmlC/RmlD coupled enzyme inhibitors, primary screen, biochemical, compound mixtures, 384-well, from 1536-well plates | AID 1533, 2009 | hit rate 0.03% among 160,000 | RmlC+RmlD coupled enzyme assay, percent inhibition; primary screen in compound mixtures | inhibition, % at 3.6 µM; in the data active = inhibition mostly above about 34%, no sharp cut-off; inconclusive = no clear call, values can overlap the other calls; inactive = mostly below about 22%; also: some results filed as inactive read as strong as hits
Target sequence (P9WH09 whole entry, looked up): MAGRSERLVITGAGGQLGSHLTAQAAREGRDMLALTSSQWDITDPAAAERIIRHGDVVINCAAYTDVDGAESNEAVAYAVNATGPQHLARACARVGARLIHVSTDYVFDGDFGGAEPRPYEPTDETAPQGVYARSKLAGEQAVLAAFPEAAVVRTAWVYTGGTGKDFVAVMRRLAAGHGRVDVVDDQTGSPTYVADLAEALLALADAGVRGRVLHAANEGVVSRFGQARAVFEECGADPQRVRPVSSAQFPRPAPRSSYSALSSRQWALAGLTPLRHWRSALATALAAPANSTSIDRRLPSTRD
Target sequence (P9WH11 whole entry, looked up): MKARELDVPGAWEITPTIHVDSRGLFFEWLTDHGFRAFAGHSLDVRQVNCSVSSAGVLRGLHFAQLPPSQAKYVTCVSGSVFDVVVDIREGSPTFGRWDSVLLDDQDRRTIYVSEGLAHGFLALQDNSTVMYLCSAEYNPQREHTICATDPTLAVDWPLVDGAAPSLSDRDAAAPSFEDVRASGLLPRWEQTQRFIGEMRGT
GlmU inhibition: inhibition of mycobacterial GlmU enzyme – biochemical, glucosamine-1-phosphate acetyltransferase (AID 1376); Bifunctional protein GlmU (Mycobacterium tuberculosis (strain ATCC 25618 / H37Rv)); M. tuberculosis GlmU acetyltransferase enzyme assay; higher % means a stronger effect; inhibition, %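 (tested at 30 µM in the primary screen)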, or IC50 in µM where a hit was titrated; hit rate 0.25% among 220,000; in the data active = inhibition above about 13%; inconclusive = no clear call, values can overlap the other calls;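 also: 0% = complete reaction with vehicle and 100% = reaction without substrate; strong numbers were not always called active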
The depositor's hits bear a star; ? = inconclusive; . = not tested or not shown. Only part of the results is shown (hit frequency here may not be typical).

SMILES | RmlCD inh 1536 | GlmU inhibition
Cc1ccc(S(=O)(=O)Nn2c(C)nnc2-n2nc(C)cc2C)cc1 | -1.3 | 0.7%
O=C(O)c1ccn2c(C(=O)c3ccc(Cl)cc3)c(-c3ccccc3)cc2c1 | 1.1 | 7.8%
COc1cc(S(=O)(=O)NCCN2CCOCC2)ccc1-n1cnnn1 | -6.4 | -4.2%
O=C1[C@@H]2[C@H](C(=O)N1Cc1cccnc1)[C@H]1C=C[C@@H]2C1 | -7.7 | -2.3%
CC(O)Cn1c(=O)c2c(nc(Br)n2Cc2ccccc2)n(C)c1=O (stereo unspecified) | . | -9.0%
COCC(=O)N1CCCC(C(=O)c2ccc(-c3ccccc3)c(F)c2)C1 (stereo unspecified) | . | 0.2%
S=c1nc(-c2ccccc2)[nH]n1-c1ccccc1 | 12.6 | .
Cn1c(=O)[nH]c(=O)c2c1nc(Br)n2CCSc1ncccn1 | . | 5.0%
C/C(=C\C(=O)c1ccc(Br)cc1)Nc1ccc(Cl)cc1 | . | -0.4%
CCOC(=O)c1sc(/S(C)=N\S(=O)(=O)c2cccc(Cl)c2)c2c1CCC=C2 (stereo unspecified) | 3.2 | 0.0%
O=C(Nc1ccccc1F)c1ccc(-n2cncn2)nc1 | 3.6 | .
Cc1ccc(S(=O)(=O)N(CC(=O)NCCSc2ccccn2)c2ccc(C)c(C)c2)cc1 | -14.3 | -2.9%
Cc1cc2oc(C(=O)N(Cc3cccs3)C3CCS(=O)(=O)C3)cc(=O)c2cc1Cl (stereo unspecified) | -6.4 | 0.0%
COC(=O)c1cc(OC)c(OC)cc1NC(=O)CSc1ccccc1 | . | 7.4%
CC(=O)c1c(C)[nH]c(C(=O)Nc2cccc(S(=O)(=O)N(C)C)c2)c1C | -8.5 | -0.9%
O=C(Nc1ccccc1-c1nnn(CC(=O)N2CCOCC2)n1)c1ccccc1F | ? | -1.8%
COc1ccc(S(=O)(=O)N(CCc2ccccc2)CC(=O)O)cc1C | . | 4.3%
c1ccc2c(c1)ncn2CCN1CCCCC1 | . | 2.6%
COC(=O)c1ccc(C(=O)OC)c(NC(=S)N2CCC(C(N)=O)CC2)c1 | -9.3 | 0.5%
COc1cccc(-n2c(C)nnc2SCC(=O)Nc2ccccc2N2CCOCC2)c1 | . | 8.2%
CCCC(=O)NC(C)c1nc(-c2ccc(C)cc2)no1 (stereo unspecified) | . | 2.2%
O=C(NCCc1ccccc1)C1CCC(CNc2nc(=S)[nH]c3ccccc23)CC1 (stereo unspecified) | -8.3 | 2.6%
O=C(O)CCNS(=O)(=O)c1ccc2c(c1)Cc1ccccc1-2 | 10.1 | 8.5%
O=C(NCc1ccco1)c1ccc(N2CCOCC2)c([N+](=O)[O-])c1 | -6.5 | -3.6%
CCOCN(C(=O)Cn1c(COC)nc2ccccc21)c1c(C)cccc1CC | 2.7 | -4.0%
Cc1ccc(NC(=O)CCC(=O)NNS(=O)(=O)c2ccccc2)c(C)c1 | . | -2.9%
CN(C)N=Nc1ccc2nc[nH]c2c1 | -9.5 | 3.9%
N#CC1(C#N)C(c2ccccc2)OC23CCCCCC2C1(C#N)C(=N)O3 (stereo unspecified) | 4.1 | -5.9%
O=C(CN(c1ccc(F)cc1)S(=O)(=O)c1ccccc1)NCCSC1CCCCC1 | 0.0 | -4.7%
COC(=O)c1ccc(COc2cccc3c2CCN(Cc2ccccc2)C3=O)o1 | 11.4 | -3.4%
CC(C)Cn1c(N)c(C(=O)NCc2cccs2)c2nc3ccccc3nc21 | 9.1 | 6.1%
Cc1cc(NS(=O)(=O)c2ccc(OCCNS(C)(=O)=O)cc2)no1 | . | -2.1%
Cc1ccccc1N(CC(=O)NCc1ccncc1)S(C)(=O)=O | -17.2 | 4.8%
FC(F)(F)c1cc(-c2ccccc2)nc(-n2cncn2)n1 | -7.4 | -1.4%
O=C(/C(=N/O)n1cncn1)c1ccccc1Cl | -9.7 | -1.7%
COc1cc(-n2c(=O)c3ccccc3n(CC(=O)OCc3ccccc3)c2=O)cc(OC)c1OC | 25.0 | -4.1%
O=C(COC(=O)CCC(=O)c1ccc2c(c1)OCCO2)NCc1ccc2c(c1)OCO2 | 3.0 | 0.8%
C=CCn1c(SCC(=O)NCc2ccco2)nc2ccccc2c1=O | -1.3 | -2.8%
O=C(Nc1nnc(SCc2cccc(F)c2)s1)c1ccco1 | -9.0 | 2.4%
CCCc1cc(=O)[nH]c(SCc2cc(=O)oc3cc(C)c(C(C)C)cc23)n1 | 5.8 | 6.5%
Cc1ccc2[nH]c(=O)c(CN(CCCN(C)C)C(=O)Nc3ccc(F)cc3)cc2c1 | 11.4 | -6.4%
Cc1c(N=NC2=C(O)CC(C)(C)CC2=O)cc2c(c1[N+](=O)[O-])C(C)(C)CC2(C)C | 3.0 | -1.8%
CCCCOc1ccc(C)cc1CN(CCO)CCO | -9.0 | -0.1%
CC(C)Cn1c(=S)[nH]c2ccccc2c1=O | 1.6 | -0.8%
CCOCCCNC(=O)C(NC(=O)c1ccc2c(c1)OCO2)c1ccc(Cl)cc1 (stereo unspecified) | 4.5 | -2.2%
COC(=O)C1CCN(C(=O)COC(=O)c2n[nH]c3ccccc23)CC1 | 19.5 | 1.0%
CN(C)c1nc(N)nc(CSc2nc3c(c(=O)n(C)c(=O)n3C)n2Cc2ccccc2F)n1 | -9.7 | -4.9%
Cc1cc(/C=C(\C#N)C(=O)OCC#N)c(C)n1CC(C)C | . | 0.8%
S=C(NNC(=S)NC1CC2C=CC1C2)NC1CC2C=CC1C2 (stereo unspecified) | -0.3 | 1.3%
O=C(COc1cccc2cccnc12)NNC(=O)Nc1ccccc1 | -12.1 | 0.3%

Shown with values under each structure: part of the list above
Screens in order: RmlCD inh 1536, GlmU inhibition
O=C(CN(c1ccc(F)cc1)S(=O)(=O)c1ccccc1)NCCSC1CCCCC1
  0.0, -4.7%
COC(=O)c1ccc(COc2cccc3c2CCN(Cc2ccccc2)C3=O)o1
  11.4, -3.4%
CC(C)Cn1c(N)c(C(=O)NCc2cccs2)c2nc3ccccc3nc21
  9.1, 6.1%
Cc1cc(NS(=O)(=O)c2ccc(OCCNS(C)(=O)=O)cc2)no1
  ., -2.1%
Cc1ccccc1N(CC(=O)NCc1ccncc1)S(C)(=O)=O
  -17.2, 4.8%
FC(F)(F)c1cc(-c2ccccc2)nc(-n2cncn2)n1
  -7.4, -1.4%

(next part)
SMILES | RmlCD inh 1536 | GlmU inhibition
CN(C)CCCNCCCNC(=O)c1ccco1 | -6.2 | -0.9%
Cn1c(=O)[nH]c(=O)c2c1nc(CN1CCN(c3cccc(Cl)c3)CC1)n2Cc1ccccc1Cl | 10.5 | 0.3%
CCOC(=O)C1CCN(Cc2ccc(F)c(Br)c2)CC1 | . | 0.6%
O=C(c1ccc(-n2cnnn2)cc1)N1CCN(C(c2ccccc2)c2ccccc2)CC1 | 22.6 | 0.2%
O=C(C1=C[C@H](C2CCCCC2)C[C@H](OCCCCO)O1)N1CCOCC1 | . | -0.5%
CC(=O)Nc1nc(SCC(=O)NCC2CCCO2)[nH]c(=O)c1NC(=O)c1cccs1 (stereo unspecified) | -6.8 | -7.2%
COc1ccc(CNC(=O)c2cc(-c3ccccc3O)n[nH]2)cc1 | 6.3 | 0.3%
COc1cc(/C=N/NC(=O)COc2cccc(F)c2)ccc1OS(=O)(=O)c1ccc(C)cc1 | -8.4 | 0.7%
CC1(c2nnc(-c3ccccc3)o2)CC(c2c(Cl)cccc2Cl)=NO1 (stereo unspecified) | . | 2.4%
COc1ccccc1C1=CC(=O)CCC1 | . | -3.2%
O=C(Cn1cncn1)NCCCc1ccccc1 | -10.1 | 1.9%
COc1cc(CNc2ccc(N3CCCC3)cc2)cc(Cl)c1OC | 2.4 | -3.8%
Cc1sc(NC(=O)Cc2ccc3c(c2)OCO3)nc1-c1ccc2c(c1)CCN2C(=O)c1ccccc1F | -51.9 | 1.0%
Cc1cc(N2CCCC2)nc(-c2ccccc2O)n1 | 47.9 | 1.2%
CC(=O)c1ccc(N/C=C\C(=O)c2ccc(C)cc2)cc1 | 20.3 | -0.4%
C/C(Cn1nc([N+](=O)[O-])cc1C)=N\NC(=O)c1ccc(O)cc1O | -11.1 | 0.5%
Cc1ccc(C(=O)NC(NCC2CCCO2)C(Cl)(Cl)Cl)cc1 (stereo unspecified) | -6.1 | -0.4%
Cc1nc2ccccc2c2oc(C(=O)NC3CC3)cc12 | 6.9 | 2.6%
Cc1ccc(NC(=O)c2ccc3nc[nH]c3c2)cc1C | 6.0 | 2.0%
Cc1nc2c(C)c(C)c(C)c(C)c2nc1C | 4.5 | -2.7%
Cc1nc2n[nH]c(N)c2c2c1COC(C)(C)C2 | -9.0 | 1.1%
Cn1c(CO)cnc1SCc1ccc([N+](=O)[O-])cc1 | . | 2.3%
COCc1[nH][nH]c(=O)c1C=Nc1ccc(F)cc1F | 1.1 | .
CCc1ccccc1NC(=O)c1ccc(F)c(S(=O)(=O)N2CCC(C(N)=O)CC2)c1 | . | 8.8%
N#CCCn1cc(C=C(C#N)C#N)c(-c2ccc(-c3ccccc3)cc2)n1 | -9.4 | 2.8%
COC(=O)CCC(=O)NS(=O)(=O)c1ccc(N=NN2CCOCC2)cc1 | -13.3 | 0.7%
O=C(NNC(=O)c1ccccc1[N+](=O)[O-])c1cnccn1 | . | -2.4%
CCCCNC(=S)N/N=C/c1cccc(OCC)c1O | 0.0 | 0.3%
CCCCOC(=O)Nc1cc(C)c(Cl)cc1OC | . | 2.8%
Fc1ccc(N2CCN(C3=Nc4cccc5cccc3c45)CC2)cc1 | 6.8 | -1.0%
O=C(O)C1C2C=CC(C3CC23)C1C(=O)O (stereo unspecified) | . | 1.1%
Cc1ccc(NC(=O)c2ccnc(C(C)(C)C)c2)cc1 | . | 1.0%
CCOC(=O)c1c(C(=O)OCC)c(C)n(CCc2ccc(OC)c(OC)c2)c1C | . | 0.8%
CC(C)Sc1cc(N2CCOCC2)nc(-c2ccc(Cl)cc2)n1 | -1.9 | 16.6%
CCOC(=O)c1nc2cc3n(c(C)c-2c1C)C(C)C(C)=C3C (stereo unspecified) | 1.9 | -2.0%
CCc1ccccc1NC(=S)N(Cc1cccnc1)Cc1ccco1 | . | -0.2%
COc1cc(N)c(Br)cc1C(=O)O | . | -9.9%
CN(C)C1=NC(=O)/C(=C\c2ccccc2)S1 | -2.1 | 1.0%
Cc1ccccc1OCc1nnc(SCC(=O)NCc2ccccc2)n1C | 2.5 | -5.8%
COc1ccc2cc(C(N)=O)c(=Nc3ccccc3)oc2c1 | -6.2 | -0.4%
COc1ccc(CCNc2oc(-c3ccco3)nc2C#N)cc1 | -6.8 | -0.8%
CCC(Cc1ccccc1)NC(=O)C1=C(C)C(=O)OC12CCC(C)CC2 (stereo unspecified) | 6.5 | 0.1%
COC(=O)c1c(C(=O)OC)c(C)n(Cc2cccnc2)c1C | 29.5 | 5.0%
CN(C)S(=O)(=O)c1ccc(Cl)c(NC(=O)COC(=O)CN2C(=O)NC(C)(C)C2=O)c1 | 9.5 | -4.6%
c1ccc(CCn2nnc3ccccc32)cc1 | . | -2.8%
CCOC(=O)CN(C(=O)COc1nc(-c2ccccc2)cc(C)c1C#N)c1ccc(C)cc1 | -35.6 | 3.0%
O=C1CSC(=O)N1CC(O)COc1ccc(Cl)cc1 (stereo unspecified) | 7.1 | 0.3%
O=c1[nH][nH]c2cc(=O)n(-c3cccc(C(F)(F)F)c3)nc12 | -12.6 | 2.3%
Cc1ccc(N(C(=O)c2csnn2)C(C(=O)NC(C)(C)C)c2cccnc2)cc1 (stereo unspecified) | 7.4 | 6.3%
COc1ccc(Cn2c(C)nc([N+](=O)[O-])c2SCC(=O)O)cc1[N+](=O)[O-] | 2.8 | 0.3%
Remaining list, next part.
SMILES | RmlCD inh 1536 | GlmU inhibition
COc1cnn(-c2ccccc2)c(=O)c1N(C)C | . | -0.8%
NS(=O)(=O)c1ccc(CNC(=O)c2ccc(Cl)cc2[N+](=O)[O-])cc1 | -6.3 | 1.8%
c1ccc(C2CN3CCSC3=N2)cc1 (stereo unspecified) | 0.4 | -7.7%
O=C(CS(=O)(=O)Cc1ccccc1)Nc1cccnc1 | -3.4 | .
CCOc1ccccc1Nc1ncnc2ccccc12 | . | -4.0%
Cc1cc(=O)[nH]c(SCC(=O)Nc2ccnc3ccccc23)n1 | 15.4 | -3.5%
Cc1ccc(NC(=O)C2CC(=O)N(Cc3ccccc3)C2)cc1S(=O)(=O)N1CCCCCC1 (stereo unspecified) | 5.4 | 4.6%
CCCn1c(N)c(C(=O)CSc2nc(C)cs2)c(=O)[nH]c1=O | 5.7 | -0.5%
CC1=C/C(=N\N=C2\NC(=O)C(CC(=O)Nc3ccccc3)S2)CC(C)(C)C1 (stereo unspecified) | 1.3 | 3.7%
C=CCn1c(SCn2nnc3ccccc3c2=O)nnc1-c1ccc(F)cc1 | 4.4 | -0.2%

An excerpt of these results, with each value named:
CC1(c2nnc(-c3ccccc3)o2)CC(c2c(Cl)cccc2Cl)=NO1 (stereo unspecified)
  RmlCD inh 1536: . | GlmU inhibition: 2.4%

COc1ccc(CNC(=O)c2cc(-c3ccccc3O)n[nH]2)cc1
  RmlCD inh 1536: 6.3 | GlmU inhibition: 0.3%

CCc1ccccc1NC(=O)c1ccc(F)c(S(=O)(=O)N2CCC(C(N)=O)CC2)c1
  RmlCD inh 1536: . | GlmU inhibition: 8.8%

CCOC(=O)CN(C(=O)COc1nc(-c2ccccc2)cc(C)c1C#N)c1ccc(C)cc1
  RmlCD inh 1536: -35.6 | GlmU inhibition: 3.0%
